Screens: PubChem BioAssay, several laboratories
RSV CPE inhibition – inhibition of RSV-induced cytopathic effect – HEp-2 cells, primary 10 µM value included (AID 2391). HEp-2 cells, RSV-induced CPE inhibition; higher % means a stronger effect. CPE inhibition, % at 10 µM, or IC50 in µM where a hit was titrated. 310,000 tested, 0.13% active; in the data active = a potency from the dose series; inconclusive = CPE inhibition mostly from about 23% at the one dose, without a potency; inactive = the rest, 99 in 100 with CPE inhibition below about 21%; note: strong numbers were not always called active
NS5 inhibitors – flavivirus cap methylation enzyme inhibition – biochemical, confirmation dose response, primary screen (AID 588689). Dengue-2 NS5 methyltransferase capping enzyme assay, biochemical; higher % means a stronger effect. inhibition, % at 25 µM; hits with a dose series show IC50 in µM. 340,000 tested, 0.3% active; in the data active = a potency from the dose series; inconclusive = inhibition above about 29% without an active follow-up result
MgcRacGAP inhibition – MgcRacGAP GTPase-activating activity inhibitors, confirmation, biochemical, ADP Hunter fluorescence | MgcRacGAP-stimulated Rac1 GTP hydrolysis, ADP Hunter fluorescence; higher % means a stronger effect; GST-tagged Rac1 F28L mutant substrate | one-dose inhibition, % at 30 µM; IC50 in µM for titrated hits | 340,000 tested, 0.6% active;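 active = first-screen hits whose inhibition reached a set limit at any dose in the follow-up dose series; inconclusive = inhibition above the set first-screen limit but never retested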;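 note: fluorescence reports GDP produced by GAP-driven GTP hydrolysis; strong numbers were not always called active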
West Nile antiviral – West Nile virus antiviral activity, cell-based, CPE readout (AID 1621). 290,000 tested, 0.02% active. CPE inhibition, % at 10 µM; hits with a dose series show IC50 in µM. West Nile virus-infected cells, CPE inhibition; higher % means a stronger effect; in the data active = a potency from the dose series; inconclusive = CPE inhibition mostly from about 3.7% at the one dose, without a potency; inactive = the rest, 99 in 100 with CPE inhibition below about 2.2%; note: strong numbers were not always called active
SIAH1 antagonists – blockers of Siah-1 interaction with plectin peptide – biochemical, fluorescence polarization, rhodamine-plectin, uHTS, primary screen (AID 1817). Siah-1 / rhodamine-plectin peptide fluorescence polarization; higher % means a stronger effect. one-dose displacement, % at 20 µM; IC50 in µM for titrated hits. 290,000 tested, 0.02% active;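 active = displacement of at least 50% at 20 µM, with a fluorescence ratio check between 0.3 and a set limit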;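 note: plate controls were Siah plus tracer with DMSO for no effect and tracer alone without Siah for full effect; strong numbers were not always called active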
AID2073 – inhibitors of Mint1-CaV2.2 protein interaction, biochemical, HTRF (AID 2073). HTRF protein-protein interaction, Mint1-CaV2.2; higher % means a stronger effect. inhibition, % at 20 µM, or IC50 in µM where a hit was titrated. 290,000 tested, 0.19% active; in the data active = inhibition mostly above about 51%, no sharp cut-off; inconclusive = no clear call, values can overlap the other calls; inactive = mostly below about 53%; note: some results filed as inactive read as strong as hits
Large T inhibition – SV40 large T antigen inhibitors, biochemical (AID 1903); SV40 large T antigen ATPase/helicase inhibition assay; higher % means a stronger effect; inhibition, % at 20 µM; hits with a dose series show IC50 in µM; 310,000 tested, 0.39% active; in the data active = a potency from the dose series; inconclusive = inhibition mostly from about 32% at the one dose, without a potency; inactive = the rest, 99 in 100 with inhibition below about 32%; note: strong numbers were not always called active
K1F lysis inhibition – protection from phage-mediated lysis, alamar blue read-out – E. coli UTI89, K1F phage, bacterial capsule biogenesis inhibitors (AID 488966); E. coli UTI89 K1F phage lysis, alamar blue, 2 h; higher % means a stronger effect; one-dose inhibition, % at 100 µM; IC50 in µM for titrated hits; 340,000 tested, 0.02% active;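 active = phage lysis inhibition, versus mean bacterial control, above a set limit; inconclusive = no clear call, values can overlap the other calls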;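 note: capsule biogenesis inhibitors block K1F phage lysis so surviving cells raise fluorescence; higher fluorescence means more inhibition of phage lysis; actives were called in the ten point dose series up to 300 µM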
NTR1 ag – NTR1-driven beta-arrestin-GFP spot formation – imaging, U2OS cells, high content, primary screen (AID 493036); agonist mode; 330,000 tested, 0.17% active; activation, % at 20 µM; P30989;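 active = activation at or above 40% of the spot to cytoplasm intensity ratio, with at least 20 cells analyzed; inconclusive = wells under 20 cells, flagged as cytotoxic or low count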;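 note: 0% = DMSO without peptide and 100% = 100 nM NTR1 peptide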
Target sequence (P30989 whole entry, looked up): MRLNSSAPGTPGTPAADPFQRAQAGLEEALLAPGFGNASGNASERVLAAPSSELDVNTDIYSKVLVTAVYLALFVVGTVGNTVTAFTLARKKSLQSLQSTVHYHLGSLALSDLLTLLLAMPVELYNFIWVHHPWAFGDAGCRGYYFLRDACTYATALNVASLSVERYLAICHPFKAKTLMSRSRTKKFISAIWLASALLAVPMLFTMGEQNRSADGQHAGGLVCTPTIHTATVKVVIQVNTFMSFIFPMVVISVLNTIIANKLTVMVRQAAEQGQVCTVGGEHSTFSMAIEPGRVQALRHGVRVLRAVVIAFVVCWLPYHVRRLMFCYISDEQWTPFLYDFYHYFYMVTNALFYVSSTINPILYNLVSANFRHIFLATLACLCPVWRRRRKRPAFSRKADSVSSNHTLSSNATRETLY
NTR1 ag cell count 20 µM – also measured in NTR1 ag; calls as there; cell count; measured here: cell count, cytotoxicity flag
NS5 inhibitors pilot replicate – recorded beside NS5 inhibitors, whose call it bears; inhibition, %; measured here: pilot screen replicate inhibition
* marks the source's active call; other numbers are inactive results; ? = inconclusive; / = no result given; [ ] = another dose, or the depositor's remark. Not a hit list, and some 1.6% of all compounds hit somewhere here.

SMILES	RSV CPE inhibition	NS5 inhibitors	MgcRacGAP inhibition	West Nile antiviral	SIAH1 antagonists	AID2073	Large T inhibition	K1F lysis inhibition	NTR1 ag	NTR1 ag cell count 20 µM	others
O=C(c1ccc(COc2ccc3c(c2)CCC3)o1)N1CCN(c2ccccc2)CC1	11%	3%	2%	-0.5%	/	/	/	3.4%	16	61
Cc1noc(C)c1C(=O)OCC(=O)N(C)C1CCS(=O)(=O)C1 (stereo not drawn)	1.6%	-5%	4%	1.4%	7%	6%	8%	?	0.0	43
CC(C)Nc1cc(C(C)(C)C)nc2c(-c3ccccc3)cnn12	9.6%	2%	8%	-0.7%	-5%	10%	10%	0.6%	6.7	65
CN(CC(=O)NCc1ccccn1)S(=O)(=O)c1ccc2ccccc2c1	2.1%	1%	6%	-0.4%	4%	-3%	2%	-0.8%	3.0	50
CC(=O)NC(CC(=O)N1CCN(C(C)=O)CC1)c1ccccc1 (stereo not drawn)	0.3%	1%	3%	0.1%	2%	-2%	-8%	-0.1%	1.3	77
Cn1cnnc1SCC(=O)Nc1cc(S(=O)(=O)N2CCCCCC2)ccc1Cl	2.4%	-1%	5%	2.9%	3%	-6%	3%	0.7%	2.5	63
Cc1ccc(C2=C/C(=C/c3cccs3)C(=O)O2)cc1	2.1%	1%	5%	-0.2%	2%	7%	-12%	0.2%	5.4	47
COc1ccccc1C(=O)Nc1ccnn1C1CCN(Cc2cnn(C)c2C)CC1	-0.7%	-1%	7%	-0.6%	-2%	1%	7%	3.0%[50 µM]	-0.1	62
CC(=O)Oc1ccc(C(=O)O)cc1OC(C)=O	1.5%	3%	0%	-0.4%	-1%	0%	9%	4.2%[50 µM]	3.5	49
COc1ccc(NC(=O)NCCCN2CCN(c3ccccc3F)CC2)cc1	-2.0%	-7%	13%	-0.1%	-5%	2%	17%	0.1%	0.2	48
COCCN(C(=O)COC(=O)Cc1cccc(OC)c1)c1c(N)n(Cc2ccccc2)c(=O)[nH]c1=O	-0.8%	-3%	0%	/	/	/	4%	-1.3%	0.0	59
O=[N+]([O-])c1cccc(-c2n[nH]c(=S)n2Cc2ccccc2)c1	1.4%	-11%	16%	-0.2%	2%	-16%	21%	-0.9%	0.3	56
CC(=O)c1cccc(NC(=O)c2ccncc2)c1	0.2%	-6%	12%	0.0%	-1%	-5%	4%	0.3%	-0.3	64
CC(C)CN(C(=O)COC(=O)CCC(=O)c1ccc(F)cc1)c1c(N)n(Cc2ccccc2)c(=O)[nH]c1=O	-1.6%	-6%	5%	/	/	/	23%	-0.4%[50 µM]	1.5	56
Cc1cc2ccccc2n2c(SCC(=O)Nc3ccc(S(=O)(=O)N4CCCCC4)cc3)nnc12	?	1%	11%	-0.3%	4%	21%	5%	1.5%	5.4	65
CCOC(=O)C1(Cc2cccc(F)c2)CCN(Cc2c(C)nn(CC)c2C)CC1	-0.4%	-9%	1%	-0.6%	-2%	11%	11%	1.2%[50 µM]	-0.4	56
COC(=O)Cc1ccc(OCC(=O)Nc2ccc(OC(F)(F)F)cc2)cc1	3.9%	1%	5%	0.3%	10%	4%	10%	1.4%[50 µM]	3.7	82
CCN(CC)c1ccc(S(=O)(=O)N2CCOCC2)cc1NC(=O)Nc1ccccc1	/	3%	5%	/	/	/	/	1.0%	-0.3	69
CCC(C)(C)NC(=O)C(c1cccn1C)N(C(=O)Cn1nnc2ccccc21)c1ccc(OC)cc1OC (stereo not drawn)	4.1%	-10%	-6%	-1.3%	-4%	-9%	5%	-0.4%	1.7	61
COC(=O)CC(c1ccc(OC)c(OC)c1)c1ccc(OC)c(OC)c1	7.8%	-8%	-2%	-0.1%	-3%	-16%	-3%	0.0%	-1.4	62
O=C(NCCCn1ccnc1)c1cc(-c2cccs2)on1	-3.1%	-12%	8%	?	-2%	0%	-3%	0.3%	-0.3	61
CC(C)=CCC/C(C)=C/CNC(=O)C[C@H]1C[C@H](C(=O)N2CCCCC2)[C@@]2(CCc3ccccc3)c3[nH]c4cc(-c5ccco5)ccc4c3CCN2C1=O	/	-11%	10%	/	/	/	/	0.0%	5.6	61	NS5 inhibitors pilot replicate=-4.3
CCOC(=O)N1CCN(S(=O)(=O)c2ccc(C(=O)N(CCCN(C)C)c3nc4ccc(OC)cc4s3)cc2)CC1	-0.2%	18%	4%	0.0%	-3%	2%	-8%	1.2%[50 µM]	0.0	72
CCOC(=O)CSc1nnc(-c2ccc(S(=O)(=O)N3CCOCC3)cc2)n1-c1ccccc1	0.6%	2%	4%	1.2%	1%	-1%	-2%	-0.6%	-0.9	87
CC1(OC(=O)C2CCCC2)C(=O)C=C2C=C3CCCCN3C=C2C1=O (stereo not drawn)	0.7%	22%	8%	-0.1%	6%	5%	25%	1.4%	-1.7	82
CCN1/C(=C/C=C/c2oc3ccc4ccccc4c3[n+]2CC)Oc2ccc3ccccc3c21	-4.9%	/	/	-2.3%	112%	31%	21%	/	-2.9	35
CC1CC(C)CN(CCCNC(=O)c2cc3c(s2)-c2ccccc2OC3)C1 (stereo not drawn)	8.7%	-6%	12%	?	0%	33%	12%	1.9%	1.7	61
CN(CP(=O)(O)CN(C)S(C)(=O)=O)S(C)(=O)=O	0.1%	-2%	13%	0.5%	0%	-7%	1%	1.8%	-0.9	30
O=C(CN1CCSCC1)N/N=C/c1ccc(F)cc1	-0.1%	-2%	11%	-0.3%	8%	8%	26%	6.2%	2.9	58
CCN(Cc1cn2cccnc2n1)C1CCCCC1	0.6%	-4%	4%	2.9%	-4%	22%	15%	-0.5%	-0.3	58
CCCn1c(N)c(C(=O)CSc2n[nH]c(-c3ccc(C)cc3)n2)c(=O)[nH]c1=O	-1.9%	1%	1%	/	/	/	8%	0.8%[50 µM]	2.4	79
Cc1noc(NS(=O)(=O)c2ccc(NC(=O)CSc3nnc(-c4ccccc4)n3C3CCCCC3)cc2)c1C	-1.5%	-2%	1%	-0.2%	1%	3%	6%	0.7%	2.6	57
CCn1c(SCC(=O)O)nnc1-c1ccc(S(=O)(=O)N2CCCC2)cc1	0.5%	-4%	9%	-0.1%	10%	6%	8%	0.0%	-1.2	42
FC(F)(F)c1cc(-c2ccccc2)nc2ncnn12	0.0%	-6%	11%	0.4%	0%	14%	4%	0.2%	1.2	61
COc1ccc(S(=O)(=O)N(C)C[C@H]2Oc3ccc(NC(=O)Cc4ccccc4)cc3C(=O)N([C@H](C)CO)C[C@@H]2C)cc1	/	-5%	13%	/	/	/	/	1.0%	-2.3	62
Cc1ccc(S(=O)(=O)N2CCCCC2)cc1NC(=O)COC(=O)c1cc[n+]([O-])cc1	1.9%	-4%	-1%	1.3%	-6%	4%	4%	-8.9%	0.8	50

Structures above containing a CF3 group, in the order listed:
SMILES	RSV CPE inhibition	NS5 inhibitors	MgcRacGAP inhibition	West Nile antiviral	SIAH1 antagonists	AID2073	Large T inhibition	K1F lysis inhibition	NTR1 ag	NTR1 ag cell count 20 µM	others
COC(=O)Cc1ccc(OCC(=O)Nc2ccc(OC(F)(F)F)cc2)cc1	3.9%	1%	5%	0.3%	10%	4%	10%	1.4%[50 µM]	3.7	82
FC(F)(F)c1cc(-c2ccccc2)nc2ncnn12	0.0%	-6%	11%	0.4%	0%	14%	4%	0.2%	1.2	61

Further results:
SMILES	RSV CPE inhibition	NS5 inhibitors	MgcRacGAP inhibition	West Nile antiviral	SIAH1 antagonists	AID2073	Large T inhibition	K1F lysis inhibition	NTR1 ag	NTR1 ag cell count 20 µM	others
OC(COc1ccc(OCc2ccccc2)cc1)CN1CCCCC1 (stereo not drawn)	-3.0%	-2%	1%	-0.9%	-1%	2%	3%	8.2%	-0.1	47
COC(=O)C(NC(=O)c1ccccc1C)(Nc1ncc(S(=O)(=O)c2ccc([N+](=O)[O-])cc2)s1)C(F)(F)F (stereo not drawn)	51%	-6%	4%	-0.9%	3%	-7%	17%	4.1%	2.4	81
COC(=O)c1ccccc1NC(=S)N(Cc1ccc2c(c1)OCO2)Cc1cc2cccc(C)c2[nH]c1=O	3.3%	-3%	2%	-0.7%	10%	2%	21%	-6.4%	4.2	60
Cc1cccc(C)c1NC(=O)CCc1nnc2ccc(N3CCCC3)nn12	1.5%	3%	13%	-0.6%	17%	1%	3%	-0.1%	-0.3	71
COc1ccc(C(=O)NCc2ccc(N3CCN(C(=O)OC(C)(C)C)CC3)cc2)cc1	19%	0%	2%	-0.7%	8%	-1%	-1%	1.5%	-0.9	96
COc1ccc(-n2c(SCC(=O)NCc3cccs3)nc3[nH]ncc3c2=O)cc1	0.3%	-14%	5%	-0.6%	6%	-30%	6%	-0.3%	0.4	38
COc1cccc(C(=O)Nc2nnc(SCC(=O)NC3CCCC3)s2)c1	2.2%	-2%	8%	-1.2%	-6%	11%	4%	0.4%	1.2	31
CCOc1ccc(OCCSc2nnnn2C2CCCCC2)cc1	15%	-2%	0%	/	0%	7%	-6%	0.3%[50 µM]	1.4	54
C(=N/Nc1cc(N2CCOCC2)nc(N2CCOCC2)n1)/c1ccccc1	12%	24%	-6%	-0.2%	7%	-4%	-11%	-0.3%	1.2	90
O/N=C/c1cccn1-c1ccc(O)cc1	0.0%	-2%	13%	-1.0%	-6%	-3%	34%	-0.2%	-1.5	101	NS5 inhibitors pilot replicate=-3.2
COc1ccc2nc(NC(=O)c3ccc(F)cc3)sc2c1	3.1%	3%	3%	1.2%	6%	24%	12%	-0.5%	1.4	86
COCCN(C(=S)Nc1ccccc1OC)C(C)c1cccs1 (stereo not drawn)	3.5%	-2%	-3%	-0.2%	6%	-15%	12%	1.3%	-0.7	64
CCCCN(CC)CCCNC(=O)c1cn(CC(C)C)c(=O)c2c1c1ccccc1n2C	4.4%	-1%	9%	-0.3%	-2%	11%	7%	-0.2%	0.9	40
CC(C)(C)/C(COc1ccccc1[N+](=O)[O-])=N/O	8.4%	-4%	-1%	-0.7%	-3%	5%	0%	-0.4%	1.2	46
CCOC(=O)C1(CC2CCCCO2)CCN(C(=O)Nc2ccccc2)CC1 (stereo not drawn)	1.7%	1%	-1%	-0.9%	-1%	-5%	2%	-0.2%	-0.1	31

Looked up by structure from the entries so far:
SMILES	RSV CPE inhibition	NS5 inhibitors	MgcRacGAP inhibition	West Nile antiviral	SIAH1 antagonists	AID2073	Large T inhibition	K1F lysis inhibition	NTR1 ag	NTR1 ag cell count 20 µM	others
COc1ccc(C(=O)NCc2ccc(N3CCN(C(=O)OC(C)(C)C)CC3)cc2)cc1	19%	0%	2%	-0.7%	8%	-1%	-1%	1.5%	-0.9	96
CCOC(=O)C1(CC2CCCCO2)CCN(C(=O)Nc2ccccc2)CC1 (stereo not drawn)	1.7%	1%	-1%	-0.9%	-1%	-5%	2%	-0.2%	-0.1	31
